Bioassay records: PubChem BioAssay, several laboratories
M5 PAM: human M5 muscarinic receptor positive allosteric modulators, primary screen, CHO-K1 cells, Fluo-8 calcium fluorescence; Muscarinic acetylcholine receptor M5 (Homo sapiens), P08912; CHO-K1 hM5, ACh EC20 PAM; 0% = ACh EC20, 100% = ACh EC100; activation, % at 3 µM; 0.3% of 360,000 active;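 active = activation above the run cutoff, the mean activation of all test compounds plus 3 SD, cut at about 18% in these data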
Target sequence (P08912 whole entry, looked up): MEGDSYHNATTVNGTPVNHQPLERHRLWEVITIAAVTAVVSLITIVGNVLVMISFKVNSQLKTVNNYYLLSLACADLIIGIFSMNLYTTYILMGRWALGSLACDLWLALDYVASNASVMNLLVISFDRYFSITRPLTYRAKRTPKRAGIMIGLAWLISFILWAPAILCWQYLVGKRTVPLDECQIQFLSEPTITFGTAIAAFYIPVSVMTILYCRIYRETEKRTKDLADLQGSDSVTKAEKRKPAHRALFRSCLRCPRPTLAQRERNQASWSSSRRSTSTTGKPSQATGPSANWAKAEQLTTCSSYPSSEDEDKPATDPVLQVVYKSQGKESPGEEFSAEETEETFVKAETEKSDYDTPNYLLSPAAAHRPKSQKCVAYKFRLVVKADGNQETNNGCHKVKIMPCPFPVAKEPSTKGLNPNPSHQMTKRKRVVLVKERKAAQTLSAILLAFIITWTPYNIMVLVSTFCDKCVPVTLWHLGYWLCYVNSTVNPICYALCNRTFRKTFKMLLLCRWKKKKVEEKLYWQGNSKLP
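Replicates: One well per compound, no replicates | System: Human M5 receptor in CHO-K1 cells | Benchmarks: Low control EC20 acetylcholine (0%), high control EC100 acetylcholine (100%) | Probe or stimulus: Acetylcholine, EC20 level | Times: Fluo-8 loading 80 min at 37 °C plus 30 min room temperature | Signal: Intracellular calcium via Fluo-8 fluorescence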
M1 PAM: human M1 muscarinic receptor positive allosteric modulators, primary screen, CHO-K1 cells, Fluo-8 calcium fluorescence, 1536-well. AID 588819, 2011. CHO-K1 hM1, ACh EC20; 0% = ACh EC20, 100% = maximal ACh. 0.088% of 360,000 active. activation, % at 3 µM; in the data active = activation above about 19%, passing the limit was not always enough
Target sequence (P11229 whole entry, looked up): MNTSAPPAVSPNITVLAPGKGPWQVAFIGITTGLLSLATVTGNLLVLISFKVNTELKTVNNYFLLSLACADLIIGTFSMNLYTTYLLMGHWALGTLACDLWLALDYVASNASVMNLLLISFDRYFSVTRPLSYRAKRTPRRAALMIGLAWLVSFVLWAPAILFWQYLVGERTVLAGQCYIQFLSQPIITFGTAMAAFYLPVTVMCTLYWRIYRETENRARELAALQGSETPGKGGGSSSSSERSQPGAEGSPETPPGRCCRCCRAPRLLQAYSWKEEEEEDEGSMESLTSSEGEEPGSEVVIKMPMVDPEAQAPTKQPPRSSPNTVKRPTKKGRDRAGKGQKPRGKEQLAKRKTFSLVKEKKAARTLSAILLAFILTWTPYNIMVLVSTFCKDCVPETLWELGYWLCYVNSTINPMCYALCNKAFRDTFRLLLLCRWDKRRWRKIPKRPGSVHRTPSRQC
CHRM4 PAM: human M4 muscarinic receptor positive allosteric modulators, primary screen, CHO-K1 cells, Fluo-8 calcium fluorescence. activation, % at 3 µM. AID 624126, 2012. CHO-K1 hM4/Gqi5, ACh EC20; 0% = ACh EC20, 100% = maximal ACh. Muscarinic acetylcholine receptor M4 (Homo sapiens), P08173. 0.4% of 360,000 active;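 active = activation above its plate's cutoff, the mean activation of sample wells plus 3 SD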; note: some results filed as inactive read as strong as hits
M5 ag: human M5 muscarinic receptor agonists, primary screen, CHO-K1 cells, Fluo-8 calcium fluorescence; CHO-K1 hM5 cells; 0% DMSO wells, 100% maximal acetylcholine response; activation, % at 3 µM; 0.19% of 360,000 active; AID 624037, 2012;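 active = activation above the run's mean over test compounds plus 3 SD, cut at about 23% in these data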;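 note: signal is peak over basal fluorescence ratio across the kinetic read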
M4 ag: human M4 muscarinic receptor agonists, primary screen, CHO-K1 cells, Fluo-8 calcium fluorescence | activation, % at 3 µM | Muscarinic acetylcholine receptor M4 (Homo sapiens), P08173 | AID 624127, 2012 | 0.14% of 360,000 active | CHO-K1 hM4/Gqi5; vehicle 0%, full acetylcholine response 100%;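 active = activation above the run mean over all test wells plus 3 SD, cut at about 32% in these data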;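 note: peak over basal fluorescence ratio per well then scaled between controls; 0% = DMSO wells and 100% = acetylcholine at EC100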
CRFR2-BP ag: agonists of CRF-BP/CRF-R2 complex, primary screen, cell-based, HEK293, calcium dye fluorescence, uHTS; CRF-binding protein / CRF receptor 2 complex (human); calcium dye fluorescence (FLIPR); percent of saturating CRF peptide response; activation, % at 13.2 µM; 0.46% of 350,000 active; AID 588473, 2011;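 active = activation of at least 50%, plus an integration ratio under a set limit after plate pattern correction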;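 note: plate controls were neutral control wells without compound for no effect and CRF at EC100 for full effect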
M4 antag: human M4 muscarinic receptor antagonists, primary screen, CHO cells, Fluo-8 calcium fluorescence; 0.73% of 360,000 active; CHO-hM4 cells, ACh EC80; inhibition, % at 3 µM;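 active = inhibition above its plate's cutoff, the mean inhibition of sample wells plus 3 SD, cut at about 27% in these data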;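 note: 0% = acetylcholine EC80 with DMSO and 100% = DMSO without agonist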
M5 antag: human M5 muscarinic receptor antagonists, primary screen, CHO cells, Fluo-8 calcium fluorescence; inhibition, % at 3 µM; 0.59% of 360,000 active; Muscarinic acetylcholine receptor M5 (Homo sapiens), P08912; CHO-hM5 cells, ACh EC80;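 active = inhibition above a per-plate cutoff, the mean of that plate's test compounds plus 3 SD, cut at about 27% in these data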;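 note: 0% = acetylcholine EC80 with DMSO and 100% = DMSO without agonist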
CRFR2-BP antag: antagonists of CRF-BP/CRF-R2 complex, primary screen, cell-based, HEK293, calcium dye fluorescence, uHTS; CRF-induced calcium fluorescence; inhibition, % at 11.8 µM; 0.59% of 350,000 active;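 active = inhibition of the ligand-induced calcium signal above about 50% at the single tested concentration, limit read from the data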
* marks the source's active call; other numbers are inactive results; . = not tested or not shown; & = joins results of further samples.

item	SMILES	M5 PAM	M1 PAM	CHRM4 PAM	M5 ag	M4 ag
1	O=C(CCCN1C(=O)c2ccccc2C1=O)Nc1cccc(S(=O)(=O)NC2=NCCC2)c1	0	10	-1	-5	0
2	CCOc1ccc(N(CC(=O)NCc2cccc(OC)c2)S(=O)(=O)c2c(C)noc2C)cc1	3	9	9	0	-1
3	N#CCc1c(C#N)c(N)nc(N2CCOCC2)c1C#N	0	8	6	5	3
4	COC(=O)c1cc(C(=O)OC)cc(-n2c(C)cc(C(=O)COC(=O)CNS(=O)(=O)c3ccc(C)cc3)c2C)c1	-12	0	-12	-6	4
5	Cc1ccc(NC(=O)c2ccc(Cl)nc2)cc1S(=O)(=O)N1CCOCC1	-7	-5	-1	1	13
6	COc1ccc(-c2noc(-c3ccccc3-c3ccccc3)n2)cc1	-2	7	0	0	0
7	O=C(NCc1ccccc1)c1ncn(Cc2ccccc2)c1C(=O)NCc1ccccc1	7	11	8	3	3
8	COCc1cc(C)nc(NC2CC(C)(C)NC(C)(C)C2)c1C#N	-1	1	5	-1	-1
9	COc1cc(OC)c2c(-c3cccc(-c4ccc(C(F)(F)F)cc4)c3)cc(=O)oc2c1	-2	9	5	0	0
10	O=C(C1=NN[C@@H]2C(=O)N(Cc3ccccc3)C(=O)[C@H]12)c1ccc([N+](=O)[O-])cc1	-9	3	-16	5	4

item	CRFR2-BP ag	M4 antag	M5 antag	CRFR2-BP antag
1	-1.5	2	3	2
2	-0.7	12	-6	-11
3	-0.8	-1	-1	1
4	0.6	-8	4	18
5	-2.6	4	15	-13
6	5.5	-20	7	-2
7	1.6	-3	1	3
8	-0.5	-6	4	8
9	7.8	-6	-2	19
10	-1.3	10	12	6

Four entries from above, ordered by their value in M1 PAM, lowest first.
item	SMILES	M5 PAM	M1 PAM	CHRM4 PAM	M5 ag	M4 ag
5	Cc1ccc(NC(=O)c2ccc(Cl)nc2)cc1S(=O)(=O)N1CCOCC1	-7	-5	-1	1	13
6	COc1ccc(-c2noc(-c3ccccc3-c3ccccc3)n2)cc1	-2	7	0	0	0
9	COc1cc(OC)c2c(-c3cccc(-c4ccc(C(F)(F)F)cc4)c3)cc(=O)oc2c1	-2	9	5	0	0
1	O=C(CCCN1C(=O)c2ccccc2C1=O)Nc1cccc(S(=O)(=O)NC2=NCCC2)c1	0	10	-1	-5	0

item	CRFR2-BP ag	M4 antag	M5 antag	CRFR2-BP antag
5	-2.6	4	15	-13
6	5.5	-20	7	-2
9	7.8	-6	-2	19
1	-1.5	2	3	2

Next results follow:
item	SMILES	M5 PAM	M1 PAM	CHRM4 PAM	M5 ag	M4 ag
11	O=c1c(/C=N/OCc2ccc(Cl)cc2Cl)c[nH]n1-c1cccc(Cl)n1	-11	-3	-3	0	3
12	CC1Cc2ccccc2N1C(=O)CN1C(=O)COc2ccccc21 (stereo not drawn)	-8	9	-5	-1	3
13	CCN(CC(=O)Nc1c(F)cccc1F)C(=O)c1cc(S(=O)(=O)N(CC)CC)ccc1N1CCCCC1	-1	4	-2	-3	1
14	Cc1ccc(NC(=S)N(C)N)cc1Cl	-3	6	-9	-5	-1
15	COCCn1c(SCC(N)=O)nc2c(c1=O)SC(C)C2 (stereo not drawn)	-4	1	-2	1	-1
16	CCCCNC(=O)OCCNC(=O)NC	2	9	9	-1	0
17	O=C(NC[C@@H]1CC[C@@H](Cc2ccc(-c3ccccc3)cc2)O1)Nc1ccc(Br)cc1	0	0	1	4	6
18	O=C(NCC(c1ccco1)N1CCc2ccccc2C1)C(=O)Nc1ccc(F)cc1F (stereo not drawn)	-13	-12	0	-1	4
19	CCOC(=O)N1CCN(C(=O)COc2ccc(S(=O)(=O)NCC(C)C)cc2C)CC1	-6	-2	10	2	2
20	CCC1CCCCN1C(=O)c1cc(S(=O)(=O)N2CCOCC2)ccc1C (stereo not drawn)	-6	4	-1	0	0

item	CRFR2-BP ag	M4 antag	M5 antag	CRFR2-BP antag
11	8.2	4	18	20
12	-1.0	-2	7	-5
13	-0.3	-3	-9	-7
14	-2.0	-10	18	7
15	0.2	-2	1	-16
16	2.1	1	0	-7
17	2.5	-7	2	-11
18	5.1	0	10	10
19	-1.0	-3	-2	6
20	-0.4	-1	8	5

More results:
item	SMILES	M5 PAM	M1 PAM	CHRM4 PAM	M5 ag	M4 ag
21	CCOc1ccc(NC(=S)Nc2ccc(OC(F)(F)F)cc2)cc1	-6	2	4	2	3
22	CCC1(CC)NC(=O)N(CC(=O)OCC(=O)NC(=O)c2ccccc2)C1=O	1	6	0	3	0
23	N=c1ncn(Cc2ccccc2)c2nc(SCCOc3ccccc3)[nH]c12	-6	7	6	0	2
24	Cc1cc2c(cc1S(=O)(=O)N1CCOCC1)NC(=O)CO2	2	4	1	-1	1
25	COc1cc(/C=C2/SC(=S)N(CCC(=O)Nc3ccccc3)C2=O)cc(OC)c1OC	-7	14	0	-3	3
26	Cc1onc(-c2c(Cl)cccc2Cl)c1C(=O)N[C@@H]1C(=O)N2[C@@H]1SC(C)(C)[C@@H]2C(=O)O	-3&-3	8&10	-6&-2	0&0	0&6
27	COc1ccc(CNC(=O)COC(=O)c2ccc3ccccc3n2)cc1	-2	2	-2	1	3
28	O=C1C=CC(c2c[nH]c3ccccc23)CC1 (stereo not drawn)	6	.	7	1	1
29	CCCN1Cc2cccc(C(=O)Nc3ccc(CN4CCCC4)cc3)c2C1=O	0	1	2	-5	1
30	O=C(O)CCCn1c(=S)[nH]c2c(sc3ccc([N+](=O)[O-])cc32)c1=O	7	11	4	0	3

item	CRFR2-BP ag	M4 antag	M5 antag	CRFR2-BP antag
21	-0.1	12	1	-10
22	-0.7	-5	7	-7
23	-1.5	-4	7	1
24	-0.6	-10	8	3
25	14	-15	14	-12
26	1.9&2.8	6&-8	-1&3	1&2
27	1.9	7	3	8
28	.	1	-1	.
29	16	-2	4	-42
30	-1.6	3	3	5

Other records:
item	SMILES	M5 PAM	M1 PAM	CHRM4 PAM	M5 ag	M4 ag
31	COc1ccc(C)cc1N(CC(=O)Nc1ccc(S(=O)(=O)N2CCCC2)cc1)S(C)(=O)=O	-1	3	3	-3	4
32	Cc1[nH]nc2c1C(c1cccs1)C1=C(CC(C)(C)CC1=O)N2 (stereo not drawn)	-11	7	1	-1	0
33	COc1ccc(-c2cc(C(F)F)n3ncc(C(=O)NCC4CCCO4)c3n2)cc1 (stereo not drawn)	-5	6	6	-4	-1
34	Cc1c2cnn(CC(=O)NCCCN3CCCCC3)c(=O)c2c(C)n1Cc1ccccc1	-1	-7	-6	-3	0
35	COc1ccc(C(=O)Nc2ccc(S(=O)(=O)Nc3nccc(C)n3)cc2)cc1	-6	5	0	-3	0
36	COc1ccccc1/C=C/C(=O)Nc1ccc(S(=O)(=O)Nc2cc(C)nc(C)n2)cc1	3	11	-2	-3	1
37	COc1cc(C2C(C#N)=C(N)Oc3cc(O)ccc32)cc(OC)c1OC (stereo not drawn)	-4	3	4	0	0
38	CCCCNC(=O)C(NC(=O)c1ccc(C)cc1)C(=O)c1ccccc1 (stereo not drawn)	1	.	5	0	1
39	Cn1cc(S(=O)(=O)N2CCN(c3cccc(Cl)c3)CC2)c(=O)n(C)c1=O	4	8	1	-4	4
40	CCCCn1c(N)c(N(CCOC)C(=O)CSc2n[nH]c(-c3ccc(OC)cc3)n2)c(=O)[nH]c1=O	1	11	16	-4	0

item	CRFR2-BP ag	M4 antag	M5 antag	CRFR2-BP antag
31	-5.5	4	2	-3
32	-0.4	1	9	5
33	-1.1	-3	7	-4
34	-1.0	9	3	22
35	0.7	-15	5	-5
36	-0.4	-6	23	12
37	4.3	5	7	2
38	.	-4	2	.
39	1.4	7	2	8
40	0.3	2	3	-2

(further entries)
item	SMILES	M5 PAM	M1 PAM	CHRM4 PAM	M5 ag	M4 ag
41	O=c1cc(Cl)[nH]c(=O)n1CCNc1ncc(C(F)(F)F)cc1Cl	-6	-7	-8	1	1
42	COc1ccc(C(=O)NC(Cc2ccc(OC(=O)c3ccc(OC)cc3)cc2)C(=O)O)cc1 (stereo not drawn)	-3	7	10	1	2
43	CC1CCc2sc(C(=O)NC(C)C3CCCO3)cc2C1 (stereo not drawn)	-3	9	2	-3	1
44	CC(C)Oc1ccc(-c2nc(NCC3CCCO3)c3ccccc3n2)cc1 (stereo not drawn)	-13	-5	-11	-5	19
45	Cc1cc(Cl)c(S(=O)(=O)N2CCSCC2)cc1OCC(N)=O	-1	10	19*	3	4
46	Cc1cccc(C)c1N1C(=O)c2cccc([N+](=O)[O-])c2C1=O	-6	-5	5	-2	0
47	O=C(Nc1ccc(OC(F)(F)F)cc1)N1CCN(c2ccnc3cc(Cl)ccc23)CC1	-18	-9	-17	-3	5
48	COC(=O)c1c(NC(C)=O)sc2c1CCCCC2	5	7	1	-2	1
49	COc1ccc(C)cc1NC(=O)C(c1ccccc1)N1CCN(CC(=O)N2CCCC2)CC1 (stereo not drawn)	2	-1	5	-2	1
50	CCOc1cccc(-c2cc(=O)[nH][nH]2)c1	-2	4	-3	0	0

item	CRFR2-BP ag	M4 antag	M5 antag	CRFR2-BP antag
41	3.7	6	9	21
42	-1.1	-11	-10	0
43	1.4	0	2	1
44	5.2	8	15	-20
45	4.3	1	-16	0
46	0.5	-1	8	-9
47	4.1	14	9	-22
48	-3.1	-7	-6	4
49	1.7	-2	5	-2
50	0.9	16	2	-18

The results go on:
item	SMILES	M5 PAM	M1 PAM	CHRM4 PAM	M5 ag	M4 ag
51	Cc1cc(C)c(S(=O)(=O)Nc2ccc(-c3cn4ccccc4n3)cc2)c(C)c1	-8	-8	-7	-6	5
52	CCOC(=O)c1[nH]c2ccccc2c1NC(=O)C(C)(C)C	0	5	3	1	1
53	COc1ccc(-c2cc3ccccc3n2CC(O)CN2CCCCC2)cc1 (stereo not drawn)	3	5	7	-8	4
54	CNC(=S)N1N=C(c2ccc(OC)cc2)CC1c1ccc(N(C)C)cc1 (stereo not drawn)	-9	4	-1	-6	-1
55	O=C(CSc1n[nH]c(=O)n1-c1ccc2c(c1)OCCO2)Nc1ccccc1	-1	6	-1	2	1
56	O=C1NC[C@H](CCCCN2CCN(CC3CCCCC3)C(=O)C2=O)N(CCC2CCCCC2)C1=O	4	.	4	-1	1
57	CC(C)C(NC(=O)c1ccccc1NC(=O)c1ccco1)C(=O)O (stereo not drawn)	-4	1	0	-1	0
58	O=C(O)c1cccc(NC(=O)c2ccc(N3C(=O)c4ccc(C(=O)Nc5cccc(C(=O)O)c5)cc4C3=O)cc2)c1	4	12	3	0	1

item	CRFR2-BP ag	M4 antag	M5 antag	CRFR2-BP antag
51	5.5	-11	5	-2
52	0.1	-3	2	4
53	1.6	11	11	-19
54	-0.3	11	4	31
55	-0.4	3	5	-4
56	.	-8	-6	.
57	-0.9	-6	9	16
58	-0.7	8	-2	3

Compounds as they come, and some 2.6% of all compounds hit somewhere here.
